Screens deposited in PubChem by National Center for Advancing Translational Sciences (NCATS).
IkB sig inh: IkB Signaling; ABC-DLBCL IkBa-CBG/CBR dual luciferase ratio, 4 h; response scale: scaled: untreated 0%, proteasome inhibitor 100%; Potency, µM (top dose mostly 57.1 µM), for inactives: at the highest dose IkBa stabilization activation; actives 0.04% (n = 110,000); active means well fitted curve in the direction sought with a large enough effect in the signal ratio, not every such curve was filed as active; inconclusive means small, poorly fitted or top-dose-only effect, or a change in a side signal; the % refers to the signal ratio;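 further: the direction sought is a rising ratio; 0% = basal untreated cells and 100% = reference inhibitor full response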
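Curves were fitted separately to fusion (green), unfused (red) and ratio luminescence, then classed by r2, magnitude and activity. Cells: OCI-Ly3, 4 h compound plus doxycycline at 37C; 10 uM MG-132 defined full response.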
Peg3 imprint: qHTS Assay for Compounds that Induce Erasure of Genomic Imprints. mouse ES Peg3-LacZ reporter, beta-gal luminescence, 40 h. Potency, µM (top dose mostly 60.7 µM), inactives show top-dose activity change, positive = activation, usual class: activators. actives 0.02% (n = 110,000);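 further: 0% = negative control wells on the plate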
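Readout: BetaGlo luminescence (5 min, room temp) for LacZ from the normally silent maternal Peg3 allele in female Peg3LacZ-Neo ES cells. Cells 300/well, 40 h, 37C, 5% CO2. Data normalized per plate to negative controls.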
p53ts 32C tox: qHTS Screen for Compounds that Selectively Target Cancer Cells with p53 Mutations: Cytotoxicity of p53ts Cells at the Permissive Temperature; H1299-p53A138V at 32C, ATP luminescence viability, 24 h; Potency, µM (top dose mostly 46.1 µM), without a hit: top-dose activity change, negative = cytotoxicity, actives largely listed as cytotoxic; actives 0.93% (n = 130,000); AID 924, 2007;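 further: 0% = DMSO and -100% = full killing by reference compound; nearly all actives have a fitted effect of over 55% in size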
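H1299-p53 A138V cells (temperature-sensitive p53) exposed 24 h to up to 46 uM compound at 32C, where p53 is wild-type in conformation. Viability read as ATP luminescence and normalised to DMSO and 100 uM tamoxifen. AC50 fitted with the Hill equation.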
p53ts 39C tox: qHTS Screen for Compounds that Selectively Target Cancer Cells with p53 Mutations: Cytotoxicity of p53ts Cells at the Nonpermissive Temperature. actives 1.5% (n = 130,000). Potency, µM (series often up to 46.1 µM), for inactives: at the top dose activity change, negative = cell killing, usual class: cytotoxic. H1299-p53A138V viability at 39C, ATP luminescence, 24 h; further: nearly all actives have a fitted effect of over 55% in size
* hit, by the source's call; ? = inconclusive; / = not tested or not shown; [ ] = another dose, or the depositor's remark. Unless noted, the call rests on the fitted dose curve; in most records, active means well fitted curve in the direction sought with a large enough effect; inconclusive means small, poorly fitted or top-dose-only effect, or another doubt; inactive means no such curve, though single readings can be large; an effect the other way counts as inactive or inconclusive. Unless noted, on the % scale 0 is the no-effect control and ±100 the full control effect; potency means the concentration at half of the fitted maximal effect.

Values run as follows: IkB sig inh, Peg3 imprint, p53ts 32C tox, p53ts 39C tox
> NC(=O)c1ccccc1NC(=O)CCc1ccccc1
    ?, -17.8%, ?, -19.1%
> COc1cccc(OCc2cc(C3Nc4ccccc4C(=O)N3Cc3ccco3)ccc2OC)c1 (stereo unspecified)
    /, /, 3.0%, -18.5%
> O=C(NCC(c1ccc2c(c1)OCO2)N1CCOCC1)c1c(F)cccc1F (stereo unspecified)
    3.3%, 28.0%[10.9 µM], 6.6%, 11.6%
> COc1ccc(OC)c(Nc2nc(N)nc(-c3cc4ccccc4o3)n2)c1
    -1.3%, -3.7%, -19.1%, 4.4%
> CCn1c(N)nc2ccccc21
    2.1%, ?, -1.1%, -0.5%
> COc1ccc(-n2c(=O)c3ccccc3n(CC(=O)NCCc3ccc(OC)c(OC)c3)c2=O)cc1
    -0.8%, 9.9%[10.9 µM], 7.5%, -4.0%
> CNC(=O)CN1C(=O)c2cccnc2Sc2ccccc21
    ?, 7.6%[10.9 µM], 2.9%, 1.6%
> CN1CCN(S(=O)(=O)c2ccc3ccccc3c2)CC1
    1.6%, 1.9%, 5.4%, 0.7%
> COCCn1c(=O)c(C)nc2cnc(N3CCNCC3)nc21
    0.6%[11.4 µM], /, -6.6%, 3.1%
> CC(=O)n1cc(-c2ccncc2)c2ccccc21
    -1.8%, 1.6%, 4.3%, 4.8%
> CCCCN(C)C(=O)C1CCN(C/C(C)=C/c2ccccc2)CC1
    0.9%, -3.8%, -18.0%, -12.5%
> CCOC(=O)c1c(NC(=O)CCCOc2ccc(C(C)(C)C)cc2)sc2c1CCC2
    6.7%, 2.8%[10.9 µM], 2.9%, -29.7%
> CC(CCc1ccccc1)NC(=O)CSc1nnnn1C (stereo unspecified)
    0.2%, 0.2%, 5.0%, -8.4%
> CCN1CC=C2C(C#N)=C(N)C(C#N)(C#N)C(CCc3ccccc3)C2C1 (stereo unspecified)
    1.6%, /, -5.3%, -8.6%
> COc1ccc(C(=O)N2CCc3ccccc32)cc1
    /, /, 6.0%, -1.7%

Sorted by length of the SMILES (largest number first): part of the list above
Values run as follows: IkB sig inh, Peg3 imprint, p53ts 32C tox, p53ts 39C tox
> COc1cccc(OCc2cc(C3Nc4ccccc4C(=O)N3Cc3ccco3)ccc2OC)c1 (stereo unspecified)
    /, /, 3.0%, -18.5%
> CCOC(=O)c1c(NC(=O)CCCOc2ccc(C(C)(C)C)cc2)sc2c1CCC2
    6.7%, 2.8%[10.9 µM], 2.9%, -29.7%
> CCN1CC=C2C(C#N)=C(N)C(C#N)(C#N)C(CCc3ccccc3)C2C1 (stereo unspecified)
    1.6%, /, -5.3%, -8.6%
> CN1CCN(S(=O)(=O)c2ccc3ccccc3c2)CC1
    1.6%, 1.9%, 5.4%, 0.7%
> NC(=O)c1ccccc1NC(=O)CCc1ccccc1
    ?, -17.8%, ?, -19.1%
> CCn1c(N)nc2ccccc21
    2.1%, ?, -1.1%, -0.5%

The list goes on:
Values run as follows: IkB sig inh, Peg3 imprint, p53ts 32C tox, p53ts 39C tox
> Cn1cccc1C(C(=O)NC1CCCCC1)N(C(=O)Cc1cccs1)C1CC1 (stereo unspecified)
    0.9%, 4.1%, -10.1%, -7.9%
> COc1ccc(CCC(=O)NCc2nc3cccnc3n2Cc2ccccc2)cc1
    1.2%, -3.0%[10.9 µM], 0.1%, -14.8%
> COc1ccccc1NC(=S)Nc1cccc(F)c1
    /, /, -28.7%, 3.3%
> Cc1ccc(C(=O)c2cc(C)sc2NC(=O)CN2CCN(C(=O)c3ccco3)CC2)cc1
    2.2%, -9.4%, ?, -15.2%
> Cc1ccc(N(CC(N)=O)C2SC(=O)N(C)C2=O)cc1 (stereo unspecified)
    -0.9%, -17.9%, -12.0%, -5.3%
> COc1ccc(-c2cc(C(=O)N3CCCc4ccccc43)no2)cc1
    ?, -18.0%, ?, ?
> O=C(CSc1ncnc2c1nnn2-c1ccc(F)cc1)N1CCN(c2ccccc2)CC1
    /, /, -8.6%, -2.0%
> C=CCN1C(=O)C2(C(C(=O)c3ccc(C)o3)=C(O)C(=O)N2CCCN2CCOCC2)c2ccccc21 (stereo unspecified)
    0.3%, -3.7%, -2.3%, -2.7%
> Cc1ccc(CN(C(=O)Cn2nnc3ccccc32)C(C(=O)NCc2ccco2)c2cccs2)cc1 (stereo unspecified)
    2.7%, -20.2%, 16.3%, 7.4%
> N/C(CCN1CCOCC1)=N/O
    /, /, 4.5%, -1.1%
> CCC(C)Sc1nc(O)cc(=O)[nH]1 (stereo unspecified)
    -0.7%, -7.2%, -8.9%, 8.4%
> Cc1cc(C(=O)NC(C)c2ccc3c(c2)OCO3)cs1 (stereo unspecified)
    0.1%, -3.0%, 2.6%, 4.0%
> Cc1nc2cnc(Nc3ccccc3)nc2n(CCC#N)c1=O
    1.1%[11.4 µM], -1.5%, 4.3%, 6.7%
> CC1CCC(NC(=O)C2CCN(C(=O)NC3CCCCC3)CC2)CC1 (stereo unspecified)
    0.4%, -1.6%, -4.9%, 11.1%
> O=C(NC1CCCC1)c1ccc(COCC(F)(F)C(F)F)o1
    -2.8%, -6.7%, 2.8%, 7.7%
> O=C(C1CCN(S(=O)(=O)c2ccc(Br)s2)CC1)N1CCN(c2ccc(F)cc2)CC1
    13.7%, -7.5%[10.9 µM], 9.6%, -11.0%
> CN(C)CCCN1c2ccc(O)cc2Sc2ccc(Cl)cc21
    0.5%[11.4 µM], -11.0%[10.9 µM], -2.3%[9.22 µM], -6.3%[9.22 µM]
> CC(=O)C1=C(O)C(=O)N(c2nnn(C)n2)C1c1cccs1 (stereo unspecified)
    0.4%, -10.6%, 2.5%, 8.7%
> CCCCCOc1ccc(C(=O)C(c2ccccc2)N2CCOCC2)cc1 (stereo unspecified)
    /, /, 1.3%, 5.9%
> COc1cc(NC(=O)Cn2c(=O)n(CC3CCCO3)c(=O)c3cc(OC)c(OC)cc32)cc(OC)c1 (stereo unspecified)
    ?, -4.2%[10.9 µM], 14.8%, -5.3%
> CCOCCCNC(=O)c1cnc2sc(N3CCCCC3)nn2c1=O
    -0.3%, 3.9%[10.9 µM], 3.8%, 22.9%
> COc1ccc(-c2noc(C3CCCN(S(=O)(=O)c4cccc(Cl)c4)C3)n2)cc1OC (stereo unspecified)
    0.9%, -5.1%, 7.7%, -16.3%
> COC(=O)C1=C(C)N(c2cccc(Cl)c2)C(=O)C1
    ?, -10.9%, -4.1%, -2.3%
> O=S(=O)(c1cnc[nH]1)N1CCc2ccccc21
    -0.8%, -23.3%, 4.7%, -6.7%
> COc1ccc(S(=O)(=O)N(CCc2ccccc2)CC(=O)Nc2cc(Cl)ccc2C)cc1
    2.1%, -8.4%[10.9 µM], -5.1%, 0.6%
> CCOCCOC(=O)C1=C(C)N(C)C(=O)NC1c1ccccc1Cl (stereo unspecified)
    -3.2%, -1.5%, 1.9%, 0.4%
> CC1CCCC(N2C(=O)NC(NC(=O)c3ccco3)(C(F)(F)F)C2=O)C1C (stereo unspecified)
    3.4%, 14.9%, 17.1%, 15.8%
> Cc1ccc(NC(=O)Cn2ccn(Cc3ccc(Cl)cc3)c(=O)c2=O)cc1C
    2.9%, 8.4%[10.9 µM], 18.8%, ?
> COc1ccc(COC(=O)N/N=C2/C[C@@H](O)[C@@H](O)[C@@H]3[C@@H]4C(=O)N(Cc5ccc6c(c5)OCO6)C(=O)[C@H]4CC[C@@H]23)cc1
    /, /, -3.8%[9.22 µM], 16.6%[9.22 µM]
> O=C(COC(=O)c1ccco1)Nc1ccc(Br)cc1
    1.1%, -13.6%, 5.5%, -7.0%

(continued)
| molecule | IkB sig inh | Peg3 imprint | p53ts 32C tox | p53ts 39C tox |
| --- | --- | --- | --- | --- |
| O=c1oc(-c2ccccc2)nc2c1cnn2-c1ccccc1 | 3.0% | -10.5% | 3.6% | 10.4% |
| COc1ccc(OC)c(NC(=O)NCc2ccc(F)cc2)c1 | 0.1% | -3.1% | -2.0% | 3.1% |
| COc1cc2c(C(=O)N3CCN(c4ccc(F)cc4)CC3)cn(CC(C)C)c(=O)c2cc1OC | ? | -7.4%[10.9 µM] | 6.0% | -24.0% |
| O=C(COC(=O)c1cc(-c2cccs2)nc2ccccc12)NCc1ccco1 | ? | -15.8% | -8.1% | -19.1% |
| Cc1nc2ccn(Cc3ccco3)c(=O)c2cc1C(=O)NCc1ccccc1 | 0.0% | 9.6%[10.9 µM] | -12.2% | -14.5% |
| CCCCOc1ccc(C(=O)N2CCCC2C(=O)O)cc1 (stereo unspecified) | / | / | 3.2% | 15.2% |
| Cc1oc(-c2ccc(C(=O)Nc3cccc(C(F)(F)F)c3)cc2)nc1CSc1ccccc1 | ? | -9.7%[10.9 µM] | 19.4% | -23.5% |
| C1CNCCN1 | / | -6.1% | 0.3% | 0.6% |
| Cc1cccc(NCc2nc(-c3ccccc3)no2)c1 | 1.8% | -12.9% | -3.4% | -2.6% |
| CCOC(=O)C1=C(C)NC(=O)NC1C1CC=CCC1 (stereo unspecified) | 0.8% | -0.2% | 5.5% | 9.4% |
| Cc1ccc(C(C)C)n1C(=O)OC(C)(C)C | / | / | 1.3%[9.22 µM] | 2.5%[9.22 µM] |
| Cc1ccc(CSc2nnc(-n3c(=O)c(C#N)cc4c(=O)n5cc(C)ccc5nc43)s2)cc1 | 1.0% | -13.0%[10.9 µM] | 11.1% | -10.3% |
| O=c1oc2ccc3ccccc3c2cc1-c1nnc(Nc2cccc(F)c2)s1 | 8.4% | -8.2%[10.9 µM] | 8.3% | 10.8% |
| COc1cc(N=CC2=C(O)c3ccccc3C2=O)cc(OC)c1 | / | / | -12.7% | -1.2% |
| Cn1cccc1Cc1nnc(SCC(=O)Nc2ccc(Cl)cc2)n1-c1ccc(F)cc1 | ? | -18.1% | -4.8% | -0.3% |
| COC(=O)[C@@H]1CCCN1C(=O)[C@H]1C[C@@H]1[C@H](NC(=O)OCc1ccccc1)c1ccccc1 | / | -10.8% | 7.2% | -2.4% |
| CCOc1cc(C2C(C(=O)OC)=C(C)NC3=C2C(=O)c2ccccc23)cc(Br)c1OCC (stereo unspecified) | ? | -18.0%[10.9 µM] | -6.1% | 6.5% |
| C[C@@]12CCC(=O)C=C1CC[C@@H]1[C@@H]2[C@H](O)C[C@]2(C)[C@@H]1CC[C@]2(O)C(=O)COC(=O)CCC(=O)O | 0.126µM* | / | 9.1% | 12.9% |
| N=C(N)C(N=Nc1ccccc1)C(=N)N (stereo unspecified) | 0.6%[11.4 µM] | -5.0%[10.9 µM] | -4.8%[9.22 µM] | 0.9%[9.22 µM] |
| CCOC(=O)C1CCCCN1Cc1ccc(OC)c(OC)c1OC (stereo unspecified) | 0.8% | -2.8% | 1.5% | 9.2% |
| Cn1c(=O)c2c(SCc3cccnc3)nc(C3CC3)nc2n(C)c1=O | -2.9% | -12.6% | -2.7% | 6.4% |
| CCOC(=O)c1ccc(N2C(=O)c3n[nH]c(C)c3C2c2ccc(O)cc2)cc1 (stereo unspecified) | 3.2% | -14.9% | 9.7% | 15.1% |
| COc1ccc(-c2nc3sc(CCNC(=O)C(=O)Nc4ccc(C)cc4C)c(C)n3n2)cc1 | -2.3% | -14.2%[10.9 µM] | 0.6% | -14.5% |
| CCc1cc2c(NCC3CCCO3)nc(C)nc2s1 (stereo unspecified) | / | / | 0.7% | -2.0% |
| CCN(CC)C(=O)C1CCCN(Cc2ccc(OC)c(C)c2)C1 (stereo unspecified) | / | / | 5.2% | 7.6% |
| CCC1CCCCN1CCCNC(=O)C1CCC(=O)N1Cc1ccc(C)cc1 (stereo unspecified) | -1.9% | -16.9% | -6.3% | -5.1% |
| CC(=O)CSc1ncnc2nc[nH]c12 | 0.3% | 3.5% | 1.9% | 8.0% |
| CCCCS(=O)CC(COCc1ccccc1)OC(=O)CSc1nc(C)cc(C)n1 (stereo unspecified) | -0.1% | -2.1% | -2.8% | 4.3% |
| CC1(C)CC(N(Cc2cccs2)C(=O)c2ccco2)CCO1 (stereo unspecified) | 1.6% | -16.8% | 1.7% | 14.3% |
